NCI-60 one-dose screen, 48 h, at 10 µM unless noted. Numbers give growth in % (100 = growth as untreated, 0 = no growth, -100 = all killed).
SR: SR leukemia cells; 73,000 tested, 8.7% active; AID 1794780
HOP-92: HOP-92 NSCLC cells | AID 1794738 | 71,000 tested, 6.3% active
RPMI-8226: RPMI-8226 leukemia cells; 77,000 tested, 7.5% active; AID 1794781
MOLT-4: MOLT-4 leukemia cells; 80,000 tested, 6.9% active; AID 1794779
A549/ATCC: A549/ATCC NSCLC | 81,000 tested, 3.7% active
EKVX: EKVX NSCLC | 71,000 tested, 3% active
HOP-62: HOP-62 NSCLC; 80,000 tested, 3.9% active; AID 1794735
CCRF-CEM: CCRF-CEM leukemia; 77,000 tested, 7% active
* marks the source's active call; other numbers are inactive results; nt = no result given; & = joins results of further samples; [ ] = dose if it differs, or a comment. Rule for the calls: active = growth percent below 10; inactive = the rest.

Second line of a record – SR	HOP-92	RPMI-8226	MOLT-4	A549/ATCC	EKVX	HOP-62	CCRF-CEM
- OCCN1CCCC1
  93	85	104	94	105	99	94	94
- O=C(NN(Cc1ccccc1)Cc1ccccc1)c1ccccc1
  88	85	nt	105	110	116	98	95
- Nc1nc(N)c2ncn(C3C=CC(CO)C3)c2n1 (stereo not given)
  101	81	114	80	87	126	102	111
- CCC(=O)NC1c2ccccc2Oc2ccccc21
  114	82	112	136	111	91	97	137
- COc1cccc(/C=C(/C)c2ccc3cccc(OC)c3[o+]2)c1O
  92	91	93	92	102	90	106	104
- O=[N+]([O-])c1ccccc1NCSc1ccc(Cl)cc1
  65	78	nt	50	91	104	124	25
- CCC(C)C(=O)OC(=O)c1ccc([N+](=O)[O-])cc1 (stereo not given)
  110	105	121	115	110	102	95	117
- CS(=O)(=O)c1ccc2c(c1)c1c(n2Cc2ccc(Cl)cc2)CCCC1
  41	66	56	64	65	71	76	82
- COc1ccc(C2NC(=O)C(Cl)c3c2sc2c(F)cccc32)cc1 (stereo not given)
  60	84	93	92	46	87	83	100
- O=C(Nc1ccccc1)OCC(CN1CCCCC1)OC(=O)Nc1ccccc1 (stereo not given)
  83	76	91	88&65	94&94	83	110&84	82
- CC1Cc2ccccc2N1C(=O)c1ccc(C(=O)c2ccccc2)cc1 (stereo not given)
  98	92	74	92	nt	88	81	94
- C[C@H]1OC(=O)/C=C/C(=O)[C@@H](OC(=O)CCC(=O)O)CCCCCCCC[C@@H]1O
  69	91	67	86	73	100	97	53
- CCOC(=O)/C(C)=N\Nc1ccc([N+](=O)[O-])cc1
  81	104	104	84	99	nt	80	92
- C=CCC(C(C)=O)C(=O)OCC (stereo not given)
  89	74	78	85	95	103	97	20
- NCCNc1nc(-c2ccccc2)nc2nc(-c3ccccc3)oc12
  7.6*	55	69	74	94	102	86	92
- NC(=O)c1c(NC(=O)c2ccccn2)sc2c1CCC(=O)C2
  nt	16	1.9*	82	61	34	81	13
- CN(C)CCCOC1(Cc2ccc(F)cc2)CCCCCC1
  97	nt	102	95	107	nt	99	110
- CCOC(=O)CC[C@H](NC(=O)c1ccc(NC(=O)Cn2c(C)nc3c(c(C)nn3-c3ccccc3)c2=O)cc1)C(=O)OCC
  87	86	101	97	95	96	97	91
- CC1(C)C(C(N)=O)C(=O)NC(=O)C1C(N)=O (stereo not given)
  117	85	101	107	102	nt	106	96
- Cc1cccc(NC(=O)CCCCC(=O)Nc2cccc(C)c2)c1
  69	90	nt	84	100	nt	92	97

The list goes on, overlapping the part above by three compounds.
Second line of a record – SR	HOP-92	RPMI-8226	MOLT-4	A549/ATCC	EKVX	HOP-62	CCRF-CEM
- CCOC(=O)CC[C@H](NC(=O)c1ccc(NC(=O)Cn2c(C)nc3c(c(C)nn3-c3ccccc3)c2=O)cc1)C(=O)OCC
  87	86	101	97	95	96	97	91
- CC1(C)C(C(N)=O)C(=O)NC(=O)C1C(N)=O (stereo not given)
  117	85	101	107	102	nt	106	96
- Cc1cccc(NC(=O)CCCCC(=O)Nc2cccc(C)c2)c1
  69	90	nt	84	100	nt	92	97
- Cc1ccc(S(=O)(=O)N(CCCc2c(C)nc(N)nc2N(C)C)c2ccccc2)cc1
  72	25	73	76	81	67	87	68
- C#CCCCCCCCCC
  115	117	111	105	100	115	108	98
- NC(CSC(c1ccccc1)(c1ccccc1)c1cccc2ccccc12)C(=O)O (stereo not given)
  112	82	89	88	93	88	104	86
- CCCCCCCOc1c(C(=O)O)cccc1[N+](=O)[O-]
  88	101	94	81	97	108	94	92
- COc1ccc(NC(=O)c2sc3nc4c(cc3c2N)C(O)CCC4)cc1 (stereo not given)
  68	85	103	93	70	nt	117	101
- O=C1CC(Sc2n[nH]c(-c3ccncc3)n2)C(=O)N1c1ccc(Br)cc1 (stereo not given)
  97	nt	94	115	106	106	99	89
- O=P(O)(O)OCC(O)CO (stereo not given)
  100	96	nt	103	97	nt	104	100
- CCOC(=O)/C=C(/OCC)C(=O)OCC
  100	77	99	100	109	102	106	91
- O=C(/C=C/c1ccccc1Cl)Nc1ncc(Cc2cc(Cl)ccc2Cl)s1
  14	35	20	24	40	38	22	14
- Cc1ccc(-c2cc(-c3ccccn3)n(C=O)n2)cc1
  99	109	74	103	96	89	95	105
- N#Cc1nc(-c2ccc(F)cc2)oc1S(=O)(=O)N1CCN(c2ccc(F)cc2)CC1
  6.5*	123	47	1.8*	104	113	109	4.6*
- COC(=O)c1oc2c(F)c(-c3ccccc3)c(-c3ccccc3)c(-c3ccccc3)c2c1N
  96	92	110	85	109	102	97	100
- CC(=O)Nc1ccc(-n2cnc3cc(-c4cccc(O)c4)ccc32)cc1
  69	138	86	64	95	106	107	47
- O=c1[nH]c(=O)n(Cc2ccc(B(O)O)cc2)cc1F
  110	111	108	100	100	104	93	110
- CC(C)(C)c1ccc(OCc2nc3ccccc3n2-c2cccc(N)c2)cc1
  92&26	106&42	110&48	91&25	107&67	97&46	102&89	96&46
- CC1(C)OC(=O)C(=Cc2ccccc2F)C(=O)O1
  89	97	99	86	105	82	110	99
- Clc1nc2ccc(Br)cc2cc1Cn1nnnc1Cc1ccccc1
  73	nt	nt	72	87	56	nt	nt
- Cc1[nH]c(-c2nc3ccccc3[nH]2)c(C)c1C(=O)NNc1ccccc1
  92	101	nt	88	100	91	96	100
- COc1ccc(C2Oc3ccccc3C(=O)C2SC(=S)N2CCOCC2)cc1 (stereo not given)
  71	76	88	81	90	90	99	91
- COc1cc(CNS(=O)(=O)c2ccc(C)cc2)ccc1OCc1cn(-c2cccc([N+](=O)[O-])c2)nn1
  nt	78	83	99	96	69	91	96
- COc1ccc2nc3sc(C(=O)Nc4ccc(C(=O)/C=C/c5ccccc5)cc4)cc3cc2c1
  93	101	103	99	104	102	104	103
- CC1CCN(C2=NC(=O)/C(=C\c3ccc(OCc4ccc([N+](=O)[O-])cc4)cc3)S2)CC1
  100	84	90	97	94	96	112	99
- Cn1ccc2c1CC1CN(Cc3ccco3)C(=O)C1C2C(=O)O (stereo not given)
  107	99	109	103	98	91	97	105
- COc1cc([N+](=O)[O-])c(Cl)cc1N
  101	91	99	102	78	97	87	101
- Cc1cc(N)c2cc(NC(=O)CCCCCC(=O)Nc3ccc4nc(C)cc(N)c4c3)ccc2n1
  127	nt	98	95	105	nt	98	96
- O=C(CN1C(=O)/C(=C/c2ccco2)SC1=S)NCCc1c[nH]c2ccc(F)cc12
  111	102	98	98	102	98	117	97
- CCOC(=O)C1CC(=O)c2cc(OC)c(OC)cc2C1 (stereo not given)
  90	84	82	94	100	114	96	85
- O=C(O)COc1c(Cl)cc([N+](=O)[O-])cc1Cl
  82	78	101	81	82	102	89	93
- COc1cc2oc(-c3cccc(C(=O)NCc4ccccc4)c3)cc(=O)c2c(O)c1OC
  81	24	85	99	72	91	51	87
- O=C(c1ccccc1F)N1CCN(c2ccnc3cc(Cl)ccc23)CC1
  126	89	80	96	87	95	91	90
- CCC(=O)c1ccc(-c2ccccc2)cc1
  nt	106	103	104	103	101	109	102
- COc1cc(/C=C/C(=O)c2cc(OC)c(OC)c(OC)c2)ccc1Oc1nc(NCCO)nc(N2CCOCC2)n1
  -0.5*	14	-25*	6.7*	6.8*	11	1.1*	0.1*
- COc1ccc(/C(CSc2nnc(-c3c[nH]c4ccccc34)n2-c2ccccc2)=N/O)cc1
  11	28	9.8*	17	34	15	45	17
- CCCCC(CC)C(=O)Oc1c(Cl)cc(Cl)cc1[N+](=O)[O-] (stereo not given)
  83	101	106	90	98	93	102	96
- CCOC(=O)N1CCN(S(=O)(=O)c2ncsc2-c2ccccc2)CC1
  118	95	102	101	103	92	100	98
- CC1=CNNc2c3ncnc-3ncn21
  97	95	103	92	100	nt	95	96
- COc1ccc(-c2nc3cnccn3c2NC(C)(C)CC(C)(C)C)cc1O
  nt	93	nt	69	87	93	111	80
- CCOC(=O)c1nnn(-c2ccc(F)cc2)c1/C=C1\SC(=S)NC1=O
  102	95	100	100	104	105	107	98
- Clc1cccc(-c2cc(Cn3cnc4ccccc43)on2)c1
  41	78	47	69	75	60	68	69
- COc1ccc2c(c1)CCC1=C2CCC2(C)C(=O)CCC=C12 (stereo not given)
  93	90	90	79	96	nt	101	87
- NS(=O)(=O)c1cccc(NC(=O)Nc2nc3ccccc3s2)c1
  67	88	95	77	88	72	79	73
- c1ccc(CNCCNCCNCc2ccccc2)cc1
  91	nt	99	92	101	105	111	92
- COc1nc2c(cc1S(=O)(=O)c1ccccc1)CCCc1ccn(C)c1-2
  46	33	44	66	76	nt	87	58
- CN1CCCCC1CCN1c2ccccc2Sc2ccc(Br)cc21 (stereo not given)
  -32*	46	46	30	68	nt	86	33
- CC(C)(C)c1ccc(C(=O)Nc2cccc(NC(=O)c3ccccn3)c2)cc1
  63	110	60	62	81	91	104	70
- Cc1nc2ccccc2c(=O)n1Cc1nnco1
  102	42	100	86	106	nt	98	79
- OCC1OC(n2ccc3c(NO)ncnc32)C(O)C1O (stereo not given)
  -30*	-16*	-22*	-33*	-11*	-15*	-22*	-8.6*
- O=C1c2ccccc2C(=O)c2cc(Cn3cc[n+](Cc4ccc5ccccc5c4)c3)ccc21
  74	48	17	79	110	71	107	71
- N#C/C(=C\NC(=S)N=Nc1c(O)[nH]c2ccccc12)c1nc2ccccc2s1
  77	84	97	99	90	99	95	93
- C/C(=C\CCc1ccoc1)CC/C=C(\C)CCCN1CCC(CO)CC1
  2.6*	nt	3.3*	25	66	nt	83	38
- [N-]=[N+]=Nc1ncc(-c2ccc(C(F)(F)F)cc2)c(NC2CCCCCC2)n1
  -22*[100 µM]	nt	-21*[100 µM]	17[100 µM]	24[100 µM]	nt	70[100 µM]	nt
- CCCCCCCCCCCCCCNc1nc(C#N)ncc1-c1ccc(C(F)(F)F)cc1
  84	103	107	90	101	nt	104	97
- CC1=C(C)C(=O)C(N2CCN(c3cccc(C)c3)CC2)=C(Cl)C1=O
  91	104	75	79	103	78	100	62
- O=C(/C=C(/C=C/c1cccc2[nH]ccc12)OB(F)F)/C=C/c1cccc2[nH]ccc12
  3.7*	-27*	-32*	-12*	-31*	-31*	-36*	-32*
- COc1cc(Nc2ncccc2C(=O)Nc2nc3ccc(F)cc3s2)cc(OC)c1OC
  104	45	nt	74	66	22	41	30
- CCN(CC)CC(CC)(c1ccccc1)C1(O)CCCC1 (stereo not given)
  100	103	99	67	101	102	104	95

Of the compounds above, 18 contain a carbonyl joined to an NH by a bond outside any ring:
Second line of a record – SR	HOP-92	RPMI-8226	MOLT-4	A549/ATCC	EKVX	HOP-62	CCRF-CEM
- O=C(NN(Cc1ccccc1)Cc1ccccc1)c1ccccc1
  88	85	nt	105	110	116	98	95
- CCC(=O)NC1c2ccccc2Oc2ccccc21
  114	82	112	136	111	91	97	137
- O=C(Nc1ccccc1)OCC(CN1CCCCC1)OC(=O)Nc1ccccc1 (stereo not given)
  83	76	91	88&65	94&94	83	110&84	82
- NC(=O)c1c(NC(=O)c2ccccn2)sc2c1CCC(=O)C2
  nt	16	1.9*	82	61	34	81	13
- CCOC(=O)CC[C@H](NC(=O)c1ccc(NC(=O)Cn2c(C)nc3c(c(C)nn3-c3ccccc3)c2=O)cc1)C(=O)OCC
  87	86	101	97	95	96	97	91
- CC1(C)C(C(N)=O)C(=O)NC(=O)C1C(N)=O (stereo not given)
  117	85	101	107	102	nt	106	96
- Cc1cccc(NC(=O)CCCCC(=O)Nc2cccc(C)c2)c1
  69	90	nt	84	100	nt	92	97
- COc1ccc(NC(=O)c2sc3nc4c(cc3c2N)C(O)CCC4)cc1 (stereo not given)
  68	85	103	93	70	nt	117	101
- O=C(/C=C/c1ccccc1Cl)Nc1ncc(Cc2cc(Cl)ccc2Cl)s1
  14	35	20	24	40	38	22	14
- CC(=O)Nc1ccc(-n2cnc3cc(-c4cccc(O)c4)ccc32)cc1
  69	138	86	64	95	106	107	47
- Cc1[nH]c(-c2nc3ccccc3[nH]2)c(C)c1C(=O)NNc1ccccc1
  92	101	nt	88	100	91	96	100
- COc1ccc2nc3sc(C(=O)Nc4ccc(C(=O)/C=C/c5ccccc5)cc4)cc3cc2c1
  93	101	103	99	104	102	104	103
- Cc1cc(N)c2cc(NC(=O)CCCCCC(=O)Nc3ccc4nc(C)cc(N)c4c3)ccc2n1
  127	nt	98	95	105	nt	98	96
- O=C(CN1C(=O)/C(=C/c2ccco2)SC1=S)NCCc1c[nH]c2ccc(F)cc12
  111	102	98	98	102	98	117	97
- COc1cc2oc(-c3cccc(C(=O)NCc4ccccc4)c3)cc(=O)c2c(O)c1OC
  81	24	85	99	72	91	51	87
- NS(=O)(=O)c1cccc(NC(=O)Nc2nc3ccccc3s2)c1
  67	88	95	77	88	72	79	73
- CC(C)(C)c1ccc(C(=O)Nc2cccc(NC(=O)c3ccccn3)c2)cc1
  63	110	60	62	81	91	104	70
- COc1cc(Nc2ncccc2C(=O)Nc2nc3ccc(F)cc3s2)cc(OC)c1OC
  104	45	nt	74	66	22	41	30

Screening results: PubChem, NCI
